# TDP-43 yeast inh – rescues yeast growth from TDP-43 toxicity; TDP-43 expressing yeast growth rescue, BacTiter-Glo, 24 h; Potency, µM (series often up to 46.1 µM), for inactives: at the top dose growth rescue (activation), actives largely listed as activators; 410,000 tested, 1.8% active; also: potency is read from the fitted curve at half-maximal effect; % of control where 0% means no effect; nearly all actives have a fitted effect of over 50% in size
#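 Galactose-induced TDP-43 yeast, OD600=0.02, compound pinned; 24 hr, 30 deg C; BacTiter-Glo luminescence for growth. Inhibitors of TDP-43 toxicity read as activators.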
# aSyn rescue – inhibitors of alpha-synuclein toxicity in yeast. Yeast expressing alpha-synuclein, growth rescue, BacTiter-Glo, 24 h. Potency, µM (top dose mostly 46.1 µM), inactives show at the top dose growth rescue (activation), most hits filed as activators. 370,000 tested, 0.14% active; also: potency is read from the fitted curve at half-maximal effect; % of control where 0% means no effect; nearly all actives have a fitted effect of over 65% in size
#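 Readout is rescue of growth in alpha-synuclein-expressing yeast, so inhibitors of toxicity appear as activators. Growth after 24 hr at 30 deg C in galactose medium is quantified by luminescence.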
# PTHR1 ag – activates the human parathyroid hormone receptor PTHR1. HEK293 GP2 PTHR1 cells, GloSensor cAMP luminescence, 1 h. 410,000 tested, 0.075% active. Q03431. Potency, µM (highest dose often 115 µM), for inactives: at the highest dose activation, actives largely listed as activators; also: potency is read from the fitted curve at half-maximal effect; nearly all actives have a fitted effect of over 55% in size; some results filed as inactive show a strong effect at the top dose; inactives centre near -15; many of its hits are not listed in these tables
# Target sequence (Q03431 whole entry, looked up): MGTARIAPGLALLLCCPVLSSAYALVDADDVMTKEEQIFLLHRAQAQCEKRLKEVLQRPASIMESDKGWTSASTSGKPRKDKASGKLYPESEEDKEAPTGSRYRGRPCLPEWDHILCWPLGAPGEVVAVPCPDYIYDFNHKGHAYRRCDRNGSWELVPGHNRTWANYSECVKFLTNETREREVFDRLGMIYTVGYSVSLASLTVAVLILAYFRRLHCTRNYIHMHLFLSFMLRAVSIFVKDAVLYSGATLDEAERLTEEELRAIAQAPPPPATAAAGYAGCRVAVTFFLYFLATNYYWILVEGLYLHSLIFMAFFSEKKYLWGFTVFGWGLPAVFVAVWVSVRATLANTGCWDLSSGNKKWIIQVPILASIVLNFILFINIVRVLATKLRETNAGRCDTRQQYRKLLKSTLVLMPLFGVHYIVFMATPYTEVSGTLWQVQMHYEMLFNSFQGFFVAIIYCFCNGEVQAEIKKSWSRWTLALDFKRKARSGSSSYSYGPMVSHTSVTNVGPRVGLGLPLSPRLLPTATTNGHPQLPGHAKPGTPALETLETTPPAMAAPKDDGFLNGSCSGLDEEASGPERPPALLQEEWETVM
#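 HEK-293-derived GP2 cells expressing PTHR1 and a GloSensor cAMP reporter, 3,000/well, plated overnight, given luciferin plus IBMX (each 0.5 mM as added) for 1 h at 37 °C, then compound for 1 h at 37 °C. Luminescence was read after 15 min at room temperature.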
# MmCpn inh – blocks the Methanococcus maripaludis chaperonin Mm-Cpn; purified Mm-Cpn ATPase, ADP Transcreener TR-FRET; Potency, µM (top dose mostly 76.9 µM), for inactives: at the highest dose activity, negative = inhibition, usual class: inhibitors; 330,000 tested, 0.031% active; AID 504842; also: potency is read from the fitted curve at half-maximal effect; % is scaled to controls: 0 for no effect and ±100 for the full control effect; nearly all actives have a fitted effect of over 80% in size
#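 ATPase turnover read by TR-FRET ADP competition (Eu cryptate antibody/ADP-d2, 665/590 nm): 10uM ATP final, 25nM Mm-CPN final, 30 min 37degC after 10-min compound preincubation, pH 7.4 Tris/KCl/MgCl2/DTT buffer.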
# pAkt inh – Akt phosphorylation inhibition; Neuro2A IGF-stimulated pAkt S473 HTRF, 20 min; hits give low values; activity change, % for hits at 50 µM; 360,000 tested, 0.32% active; in the data active = activity change below about -80%; inconclusive = mostly about -51% to -80%; also: % is scaled to controls: 0 for no effect and ±100 for the full control effect
#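 Neuro2A cells (4,500/well, DMEM with 0.5% FBS) were treated with compound at a single 50 µM final concentration, stimulated with 6 nM IGF for 20 min at 37 °C, and lysed. Phospho-Akt Ser473 was read by HTRF as 665/615 ratio ×10^4.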
# Abeta rescue – restores growth of yeast expressing A-beta42 peptide. yeast expressing A-beta42, growth rescue, OD600, 48 h; response scale: 0% DMSO, 100% iron-clioquinol control. Potency, µM (doses to about 46.1 µM), for the others: at the highest dose growth rescue, hits mostly activators. 410,000 tested, 0.063% active; also: potency is read from the fitted curve at half-maximal effect; nearly all actives have a fitted effect of over 55% in size
#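 Yeast A-beta toxicity model in growth medium with pinned compounds, 48 h at 30 C; growth read as absorbance at 600 nm. Normalized to FeCl3/clioquinol equimolar mix (positive) and DMSO (negative).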
# GLP-1R inv ag – acts as inverse agonist at human GLP-1 receptor; HEK293 GLP-1R CRE-luciferase, luminescence, 24 h; GLP-1R form is constitutively active; Potency, µM (titrated, usually from 38.3 µM), inactives show top-dose activity change, negative = inhibition, hits mostly inhibitors; 410,000 tested, 1.6% active; AID 624417; also: potency is read from the fitted curve at half-maximal effect; % is scaled to controls: 0 for no effect and ±100 for the full control effect; nearly all actives have a fitted effect of over 55% in size
# Target sequence (P43220 whole entry, looked up): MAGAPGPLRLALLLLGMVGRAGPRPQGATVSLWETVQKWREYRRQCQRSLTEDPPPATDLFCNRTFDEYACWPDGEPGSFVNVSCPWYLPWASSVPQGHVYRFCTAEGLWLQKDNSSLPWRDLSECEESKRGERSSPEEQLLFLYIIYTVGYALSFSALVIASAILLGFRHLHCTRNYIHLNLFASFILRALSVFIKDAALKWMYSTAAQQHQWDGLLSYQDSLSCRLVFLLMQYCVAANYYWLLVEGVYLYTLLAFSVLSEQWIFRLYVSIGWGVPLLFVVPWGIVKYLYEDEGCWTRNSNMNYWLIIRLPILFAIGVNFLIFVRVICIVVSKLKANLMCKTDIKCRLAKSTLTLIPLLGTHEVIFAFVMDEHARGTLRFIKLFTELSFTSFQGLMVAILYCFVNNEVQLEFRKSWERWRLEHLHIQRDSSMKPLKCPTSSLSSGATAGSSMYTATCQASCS
#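 Inverse agonists were sought by their lowering of basal cAMP reporter luciferase output in HEK293 cells stably carrying constitutively active human GLP-1R, after 24 h compound treatment.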
# FUS suppressor – FUS proteinopathy suppression in yeast | Potency, µM (doses to about 76.6 µM), inactives show at the highest dose growth rescue (activation), hits mostly activators | S. cerevisiae FUS-expressing, growth rescue, OD600, 24 h | 390,000 tested, 0.24% active;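 also: potency is read from the fitted curve at half-maximal effect; plate controls were DMSO vehicle for no effect and reference control for full effect; nearly all actives have a fitted effect of over 55% in size; some results filed as inactive show a strong effect at the top dose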
#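 Compound concentration series was pinned onto galactose-induced FUS-expressing yeast seeded at OD 0.005. Plates sat 24hr at 30C; absorbance at 600 nm gave growth. DMSO served as background control.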
# HEK293 tox – cytotoxicity in counter-screen for GLP-1R inverse agonists; Potency, µM (series often up to 38.3 µM), for inactives: at the highest dose activity change, negative = inhibition, hits mostly inhibitors; AID 624418; HEK293 cAMP-luciferase reporter cells, luminescence, 24 h; 410,000 tested, 0.13% active;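 also: loss of luciferase light is scored as toxicity; potency is read from the fitted curve at half-maximal effect; % is scaled to controls: 0 for no effect and ±100 for the full control effect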
#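 Quantitative HTS format, 1536 wells, 200 cells/uL seeded. Compounds: 23 nL, 24 h, 37 °C. Detection: luciferase reagent, luminescence at 12 min RT; decreased signal taken as cytotoxic.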
# An asterisk follows results filed as active; i = inactive; ? = inconclusive; . = no result given; [ ] = dose if it differs, or a comment. Unless noted, calls follow the shape of the dose curve; as a rule, active = well fitted curve in the direction sought with a large enough effect; inconclusive = small, poorly fitted or top-dose-only effect, or another doubt; inactive = no such curve, though single readings can be large; an effect the other way counts as inactive or inconclusive. Not all compounds are listed; rates above refer to the full screens.
SMILES | PTHR1 ag | aSyn rescue | GLP-1R inv ag | TDP-43 yeast inh | MmCpn inh | HEK293 tox | Abeta rescue | FUS suppressor | pAkt inh
COc1ccc(OC)c(NC(=O)C23CC4CC(C2)CC(n2cnc(Br)n2)(C4)C3)c1 | i | 11.9% | 5.0% | -6.8% | 1.7% | 4.2% | 1.7% | 30.6% | i
CCOC(=O)C1(CC2CC2)CCN(Cc2cn[nH]c2-c2ccccc2)CC1 | 3.2% | -1.6% | 11.3% | 24.0% | 3.4% | 1.9% | 18.4% | -41.0% | i
COc1ccc(Cl)cc1NC(=O)CN(C)CC(=O)Nc1c(C)n(C)n(-c2ccccc2)c1=O | i | 2.3% | 10µM* | 9.0% | 0.7% | -1.8% | 15.8% | 7.9% | i
CCCN1C(=O)c2[nH]nc(-c3ccccc3O)c2C1c1ccc(OCc2ccccc2)c(OCC)c1 (stereo not drawn) | -34.3%[inhibitor] | . | ? | 24.8% | . | -15.0% | 6.2% | 15.6% | .
COc1ccccc1CNC(=O)Cc1csc2nc(-c3ccc(Cl)cc3)cn12 | -13.6% | . | ? | ? | . | -7.7% | 25.8% | 42.0% | .
Cc1n[nH]c(=O)c2c(NC(=O)CSc3nnc(-c4ccncc4)n3C)oc(C)c12 | -21.7% | -0.7% | 6.8% | 0.0% | 0.3% | -0.9% | 20.0% | 4.2% | i
O=C(O)C1C(c2ccccc2)c2ccccc2C(O)C1CO (stereo not drawn) | i | -6.1% | 9.3% | 0.0% | . | -7.6% | -6.4% | 33.9% | i
COc1ccccc1NC(=O)/C(=C\c1cccnc1)NC(=O)c1ccc(C)cc1 | -14.8% | -0.3% | -4.9% | -16.0% | 1.7% | -3.7% | -5.9% | 12.5% | i
CCOC(=O)c1ccc(N/C=C/C(=O)C(C)(C)C)cc1 | -33.2%[inhibitor] | -0.7% | ? | -26.8% | -16.5% | 1.8% | -1.4% | 20.7% | i
COc1ccccc1C(=O)NCCC(=O)NCc1cccs1 | -58.3%[inhibitor] | -0.2% | 13.4% | -26.1% | 0.0% | 1.9% | 4.1% | 11.4% | i

# Given with two lines to a compound: part of the list above.
# The line under a structure holds: PTHR1 ag, aSyn rescue, GLP-1R inv ag, TDP-43 yeast inh, MmCpn inh, HEK293 tox, Abeta rescue, FUS suppressor, pAkt inh
Cc1n[nH]c(=O)c2c(NC(=O)CSc3nnc(-c4ccncc4)n3C)oc(C)c12
 : -21.7%, -0.7%, 6.8%, 0.0%, 0.3%, -0.9%, 20.0%, 4.2%, i
O=C(O)C1C(c2ccccc2)c2ccccc2C(O)C1CO (stereo not drawn)
 : i, -6.1%, 9.3%, 0.0%, ., -7.6%, -6.4%, 33.9%, i
COc1ccccc1NC(=O)/C(=C\c1cccnc1)NC(=O)c1ccc(C)cc1
 : -14.8%, -0.3%, -4.9%, -16.0%, 1.7%, -3.7%, -5.9%, 12.5%, i
CCOC(=O)c1ccc(N/C=C/C(=O)C(C)(C)C)cc1
 : -33.2%[inhibitor], -0.7%, ?, -26.8%, -16.5%, 1.8%, -1.4%, 20.7%, i

# Later entries.
SMILES | PTHR1 ag | aSyn rescue | GLP-1R inv ag | TDP-43 yeast inh | MmCpn inh | HEK293 tox | Abeta rescue | FUS suppressor | pAkt inh
CCS(=O)c1ccccc1C(=O)O (stereo not drawn) | -17.2% | ? | 0.4% | -13.0% | -9.7% | 12.8% | -7.7% | 22.6% | i
CCc1nc(N2CCCC2C(=O)O)c2oc3ccccc3c2n1 (stereo not drawn) | ? | 1.9% | -21.1% | -2.4% | 3.1% | -4.5% | 0.5% | 3.2% | i
Cc1cc(OC(C)C(=O)NCc2ccncc2)c2c(C)c(C)c(=O)oc2c1 (stereo not drawn) | i | 1.9% | 1.2% | 17.3% | 0.0% | -8.1% | 16.3% | -9.8% | i
CCCCNC(=O)N(O)C1N(/N=C/c2ccco2)C(=S)SC1(C)C (stereo not drawn) | 6.4% | 1.2% | 2.2% | 10.7% | 1.6% | 2.3% | -9.2% | -12.7% | i
CN1CCCCC1(C)C(=O)NCc1cc(Cl)ccc1F (stereo not drawn) | i | 1.5% | 13.9% | 16.0% | . | -0.6% | -15.3% | -17.1% | i
CC(C)CN(C(=O)CCC(=O)OC(C)C(=O)Nc1cccc(C#N)c1)c1c(N)n(CC(C)C)c(=O)[nH]c1=O (stereo not drawn) | -13.7% | 1.7% | 12.8% | -12.0% | 0.9% | 6.8% | 3.8% | 25.2% | i
Nc1ccc(Sc2nnnn2-c2ccccc2)c(Cl)c1 | -1.3%[57.5 µM] | 5.3% | 3.8% | -14.6% | 3.8% | 2.2% | 19.9% | 14.3% | i
CC(=O)NS(=O)(=O)c1ccc(NC(=O)c2cc(-c3ccc(C)cc3)nc3ccccc23)cc1 | -4.2% | -4.9% | -10.9% | -19.4% | 0.0% | 21.6% | -7.5% | 19.8% | i
COc1ccccc1N1CCN(C2CCCN(Cc3cc(F)cc(F)c3)C2)CC1 (stereo not drawn) | 6.2% | -0.3% | ? | 8.4% | -0.6% | 0.5% | -1.5% | -15.1% | i
CCCN1CCC(NC(=O)Nc2cccc3ccccc23)CC1 | i | 2.3% | -30.0% | -13.0% | 0.9% | -13.4% | 4.8% | -1.7% | i
CCCCOc1ccc(CNC(=O)c2ccc(NC(=O)N3CCSc4ncccc43)cc2)cc1 | -33.2%[inhibitor] | . | ? | 10.3% | . | 2.8% | -9.4% | 20.6% | .
COc1ccc(NC(=O)Nc2ccccc2C(N)=O)cc1 | i | -29.3% | 11.0% | -16.4% | -5.2% | -2.3% | -58.7%[inhibitor] | -18.1% | i
O=C(c1cc(COc2c(F)cccc2F)on1)N1CCc2ccccc2C1 | -12.7% | 13.1% | ? | 16.9% | -10.8% | 7.2% | -1.4% | 22.4% | i
C=C[C@@H]1c2cc(C)ccc2N(S(=O)(=O)c2ccc(C)cc2)[C@H](c2ccccc2)C1(C#N)C#N | -22.7% | -8.6% | 1.5% | 16.9% | -1.0% | 19.4% | 5.9% | 4.1% | i
CCc1nc2ccccc2c(C(=O)OCC(=O)C(C)(C)C)c1C | -23.7% | -8.5% | -14.7%[7.66 µM] | 10.4%[9.22 µM] | -0.2% | -1.7%[7.66 µM] | -28.7% | 13.2% | i
CN(C(=O)CC1C(=O)NCCN1CC(c1ccccc1)c1ccccc1)C(C1CC1)C1CC1 (stereo not drawn) | -13.7% | 1.5% | ? | 15.8% | 1.1% | -13.5% | 4.7% | 10.6% | i
Cc1ccccc1OCC(=O)Nc1ccc(OCc2cc(=O)n3ccsc3n2)cc1 | -20.5% | . | 8.0% | 35.7% | . | 1.2% | -11.2% | -13.6% | .
CCc1cc(=O)n2c([nH]c3ccccc32)c1C#N | -34.8%[inhibitor][57.5 µM] | 2.0% | 3.0% | 8.0% | -3.3% | -11.6% | -16.5% | 41.7% | i
O=C(NC(=S)NCCN1CCOCC1)c1ccc(F)cc1 | i | -8.6% | 33.9%[activator] | -34.6%[inhibitor] | 1.5% | -0.2% | 8.9% | . | i
CCOC(=O)c1ccc(NC(=O)CC2OCCN(CC)C2=O)cc1 (stereo not drawn) | -3.2%[57.5 µM] | -68.4%[inhibitor] | 8.9% | ? | -3.1% | 3.1% | -80.9%[inhibitor] | 22.9% | -117.8%*
CC1CCN(C(=O)c2cc(-c3ccccc3O)on2)CC1 | -53.2%[inhibitor] | -3.1% | ? | ? | -0.4% | -5.7% | -10.2% | -4.9% | i
CN(C)S(=O)(=O)Oc1ccsc1C(=O)Nc1ccc(Cl)c(Cl)c1 | -14.8% | -3.1% | 10µM* | 22.4µM* | -0.6% | 21.4% | 21.1% | 4.1% | i
O=C1Nc2cnc(Cl)nc2Nc2ccccc21 | -18.1% | -9.5% | 22.2% | 16.1% | . | -5.0% | -1.9% | -24.7% | i
CCN(CC)C(=O)Cn1c(=O)n(-c2ccc(OC)cc2OC)c(=O)c2c(C)c(C(=O)N(CC)CC)sc21 | 21.6% | . | 40.8%[activator] | -3.9% | . | -5.0% | -1.3% | -5.0% | .
COc1cc(OC)cc(Oc2ccc(S(=O)(=O)N3CCCCC3)cc2[N+](=O)[O-])c1 | i | -0.9% | ? | -6.2% | 0.3% | -16.1% | 7.6% | -5.3% | i
COc1ccc(C2c3c(-c4ccccc4O)n[nH]c3C(=O)N2Cc2ccco2)cc1OC (stereo not drawn) | -5.7% | 4.4% | 101.8%[activator] | 6.3% | 0.7% | -10.9% | 0.9% | 29.7% | i
C=CCn1c(C)nnc1SCC(=O)NC1CCCCC1 | i | -1.0% | 4.4% | -6.9% | 0.8% | -6.5% | 7.5% | -4.6% | i
Cn1c(SCC(=O)c2ccc(F)cc2)nnc1-c1ccccn1 | i | 8.3% | 12.4% | -1.6% | 1.3% | -13.8% | -9.7% | -0.7% | i
O=C(NCCN1C(=O)S/C(=C\c2ccc(Cl)c(Cl)c2)C1=O)C1COc2ccccc2O1 (stereo not drawn) | -29.9% | 3.5% | ? | -9.8% | -1.5% | -8.4% | -0.5% | -3.3% | i
NC(N)=NC(N)=Nc1ccc2ccccc2c1 | i | 3.1% | ? | -0.7% | -6.1% | 3.5% | -11.9% | -6.9% | i

# GLP-1R inv ag, entries above that show a hit.
Molecule	PTHR1 ag	GLP-1R inv ag	MmCpn inh	pAkt inh
COc1ccc(Cl)cc1NC(=O)CN(C)CC(=O)Nc1c(C)n(C)n(-c2ccccc2)c1=O	i	10µM*	0.7%	i
CN(C)S(=O)(=O)Oc1ccsc1C(=O)Nc1ccc(Cl)c(Cl)c1	-14.8%	10µM*	-0.6%	i
